RXFP1 ag: activates the human relaxin receptor RXFP1; Q9HBX9; HEK293T-RXFP1 cAMP TR-FRET, 30 min; response scale: percent of porcine relaxin response, buffer zero; Potency, µM (top dose mostly 57.5 µM), for inactives: at the top dose activation, actives largely listed as activators; actives 0.3% (n = 370,000); AID 2676; also: potency is read from the fitted curve at half-maximal effect; % is scaled to controls: 0 for no effect and ±100 for the full control effect; nearly all actives have a fitted effect of over 60% in size; many of its hits are not listed in these tables
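cAMP rise read by TR-FRET after 30 min, 37C compound exposure (up to 58 uM) in RXFP1-transfected HEK293 cells with Ro 20174 present. EC50 from Hill-equation fits, with 29 nM porcine relaxin as 100% and buffer as basal.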
D1 agonist: agonists of human D1 dopamine receptor. P21728. HEK293 T-REx D1 cells, calcium flux, agonist mode. activation, % at 2 µM. actives 1% (n = 360,000); in the data active = activation above about 30%; also: 0% is about no effect
Target sequence (P21728 whole entry, looked up): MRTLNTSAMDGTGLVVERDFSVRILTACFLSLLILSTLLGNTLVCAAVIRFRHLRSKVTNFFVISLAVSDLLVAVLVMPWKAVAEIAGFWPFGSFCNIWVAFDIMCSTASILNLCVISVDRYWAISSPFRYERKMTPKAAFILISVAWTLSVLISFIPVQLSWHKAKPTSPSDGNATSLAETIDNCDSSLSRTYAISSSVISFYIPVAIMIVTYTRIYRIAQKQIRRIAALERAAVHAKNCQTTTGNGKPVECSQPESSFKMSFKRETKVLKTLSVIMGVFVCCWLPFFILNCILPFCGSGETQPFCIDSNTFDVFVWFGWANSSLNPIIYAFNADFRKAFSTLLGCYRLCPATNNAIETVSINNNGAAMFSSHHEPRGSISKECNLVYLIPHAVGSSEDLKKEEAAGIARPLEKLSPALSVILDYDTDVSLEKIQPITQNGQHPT
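Inducible HEK293 T-REx D1 cells, force-coupled to calcium signalling, were plated at 4000 cells/well with tetracycline and held overnight at 30 C. After no-wash calcium dye loading, compound-evoked calcium rise over 180 s flagged agonists.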
D1 antagonist: antagonists of human D1 dopamine receptor. activity change, negative = inhibition, % at 10 µM. P21728. HEK293 TREx D1 cells, calcium flux, dopamine EC80; hits give low values. actives 3.2% (n = 360,000); in the data active = activity change below about -30%; also: % is scaled to controls: 0 for no effect and ±100 for the full control effect
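Compound effects on dopamine-evoked calcium signalling were measured in tetracycline-induced HEK293 Trex D1 cells. Dopamine at EC80 followed a 180 s compound pre-read, and fluorescence was tracked kinetically for 180 s more.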
D2 PAM: positive allosteric modulators of human D2 dopamine receptor; potentiation, % at 10 µM; HEK293 T-REx D2, calcium flux, EC20 dopamine potentiation; actives 0.34% (n = 340,000); AID 485347;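 active = potentiation over 3 SD above the plate norm, cut at about 30% in these data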; also: 0% is about no effect
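Tetracycline-induced Hek293 Trex D2 cells, force-coupled to calcium, loaded with no-wash calcium dye. Compound added with 180 s kinetic read for agonism, then EC20 dopamine and a further 180 s read for potentiation.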
LDHA inh: inhibitors of human lactate dehydrogenase A; P00338; purified LDHA, NADH/diaphorase-resazurin fluorescence; hits give low values; activity change, % (values are at about 110 or 230 µM); actives 0.15% (n = 480,000); AID 1347041; in the data active = activity change below about -30%; inconclusive = mostly about -25% to -30%;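 also: plate controls were DMSO wells for no effect and wells without enzyme for full effect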
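Human LDH5 (2 nM) was incubated with 0.06 mM NADH and 0.2 mM pyruvate for 5 min at room temperature in Tris pH 7.4. Remaining NADH was coupled through diaphorase/resazurin, and resorufin fluorescence was read at 0 and 20 min.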
D1 PAM: enhances dopamine response at the human D1 receptor. P21728. HEK293 TREx D1 cells, calcium flux, dopamine EC20 potentiation. potentiation, % at 10 µM. actives 0.036% (n = 360,000). AID 504651; in the data active = potentiation above about 30%; also: 0% is about no effect
Vif-APOBEC3F blk: inhibitors of Vif-A3F interaction | HeLa A3F-eYFP + Vif (tagged APOBEC3F with the HIV-1 protein that degrades it), YFP fluorescence increase | Potency, µM (titrated, usually from 46.1 µM), without a hit: top-dose activity, negative = active | actives 0.2% (n = 390,000) | AID 602313; also: potency is read from the fitted curve at half-maximal effect; % of control where 0% means no effect; nearly all actives have a fitted effect of over 65% in size
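Fluorescence increase (Ex 488/Em 500-530) after overnight compound treatment at 37 deg C flags inhibition of Vif-driven A3F-eYFP loss in stable HeLa A3F-eYFP/Vif cells seeded overnight beforehand.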
GRP78 ERSR act: inducers of ER stress response in human glioma cells | U87-MG GRP78 promoter luciferase reporter, 16 h | Potency, µM, inactives show at the highest dose activation, hits mostly activators | actives 0.02% (n = 420,000) | AID 602332; also: potency is read from the fitted curve at half-maximal effect; series mostly up to about 76 µM; % of control where 0% means no effect; nearly all actives have a fitted effect of over 35% in size
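ERSR induction read as luciferase luminescence (Bright-Glo, 10 min at room temperature) in stably transfected human U87-MG glioma cells exposed to compounds for 16 h, using GRP78 as sensor.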
Vif-A3G inh: inhibitors of Vif-APOBEC3G interaction | Q9HC16 | HeLa A3G-eYFP + Vif (tagged APOBEC3G with the HIV-1 protein that degrades it), YFP fluorescence, overnight | Potency, µM (series often up to 46.1 µM), without a hit: at the highest dose activity, negative = active, actives largely listed as inhibitors | actives 0.076% (n = 410,000) | AID 602310;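 also: potency is read from the fitted curve at half-maximal effect; % is scaled to controls: 0 for no effect and ±100 for the full control effect; nearly all actives have a fitted effect of over 60% in size; hits raise eYFP signal because A3G escapes Vif-driven loss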
Target sequence (Q9HC16 whole entry, looked up): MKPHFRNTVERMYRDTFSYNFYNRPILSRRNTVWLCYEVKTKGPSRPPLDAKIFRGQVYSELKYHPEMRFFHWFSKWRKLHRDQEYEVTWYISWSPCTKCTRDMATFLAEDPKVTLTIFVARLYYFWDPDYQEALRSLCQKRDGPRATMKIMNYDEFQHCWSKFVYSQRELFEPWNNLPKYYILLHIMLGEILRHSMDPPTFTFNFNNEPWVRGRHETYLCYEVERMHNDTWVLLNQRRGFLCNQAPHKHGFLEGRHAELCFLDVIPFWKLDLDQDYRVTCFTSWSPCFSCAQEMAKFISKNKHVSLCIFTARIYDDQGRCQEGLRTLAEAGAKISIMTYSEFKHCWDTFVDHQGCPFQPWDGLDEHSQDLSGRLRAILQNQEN
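HeLa cells stably expressing Vif and C-terminally eYFP-tagged A3G, seeded overnight at 37 deg C, then exposed to compound by pintool overnight at 37 deg C. Rise in yellow fluorescence (Ex 488/Em 500-530, Acumen) marks blocked Vif-driven A3G degradation.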
* hit, by the source's call; u = inconclusive; x = not tested or not shown. Unless noted, calls follow the shape of the dose curve; as a rule, active = well fitted curve in the direction sought with a large enough effect; inconclusive = small, poorly fitted or top-dose-only effect, or another doubt; inactive = no such curve, though single readings can be large; an effect the other way counts as inactive or inconclusive. A portion of the library; the hit share may differ from the screen's.

cpd | SMILES | RXFP1 ag | D1 agonist | D1 antagonist | D2 PAM | LDHA inh | D1 PAM | Vif-APOBEC3F blk | GRP78 ERSR act | Vif-A3G inh
1 | O=C(CN1C(=O)C2(SCC(=O)N2c2cccc(Cl)c2)c2ccccc21)NCc1ccccc1 (stereo not drawn) | 1.1% | 6 | -6 | 3 | 3 | 1 | -5% | -3% | -2%
2 | CC1CCCC(C)N1C(=O)CSc1nnc(NC(=O)c2cccs2)s1 (stereo not drawn) | 0.3% | 0 | -3 | -2 | 4 | -2 | -9% | -2% | -6%
3 | CCCc1cc(=O)n2[nH]c(NCc3ccccc3Cl)nc2n1 | 0.9% | 3 | 0 | -7 | -6 | 2 | -7% | -5% | -2%
4 | C[C@@H](CO)NC(=O)c1[nH]cnc1C(=O)Nc1cccc(Cl)c1 | x | x | x | x | -5 | x | -4% | 0% | -1%
5 | CCCn1c(CCl)nc2cc(S(=O)(=O)N3CCOCC3)ccc21 | x | x | x | x | 2 | x | 1% | -5% | 3%
6 | Cc1ccc(S(=O)(=O)N2CCC(C(=O)OCC(=O)Nc3cc(S(C)(=O)=O)ccc3Cl)CC2)cc1C | 1.4% | 4 | 10 | 2 | -3 | -12 | 1% | -2% | -1%
7 | NC(=O)CCn1ccc2ccccc21 | 1.8% | 3 | -20 | -5 | -5 | -2 | 7% | -2% | 4%
8 | COc1cc(OC)c(C2SCCN2S(=O)(=O)c2ccc(F)cc2)cc1OC (stereo not drawn) | 0.7% | 5 | -17 | -8 | -3 | 7 | 4% | -7% | 2%
9 | CCC(C(=O)NC1CCCC1)N(C(=O)Cn1nnc(-c2cccs2)n1)c1cnc2ccccc2c1 (stereo not drawn) | 0.1% | 6 | 18 | 4 | -2 | -11 | -10% | -9% | -12%
10 | COc1cccc(NC(=O)C(Cc2ccccc2)N2Cc3ccccc3C2=O)c1 (stereo not drawn) | -0.1% | 1 | -1 | 2 | -12 | 2 | -10% | -2% | -1%
11 | CC(C)(C)C1CCC(C(=O)OCC(=O)c2ccc[nH]2)CC1 (stereo not drawn) | 0.7% | 4 | -22 | 8 | 2 | -1 | -7% | 0% | -7%
12 | CCOc1ccccc1CNC(=O)Cn1ccc2cc(S(=O)(=O)N3CCCC3)ccc21 | 1.4% | 3 | 9 | -1 | -1 | 0 | -11% | -1% | -4%
13 | O=C(COc1ccc(Cl)cc1)Nc1ccc(NC(=O)c2ccco2)cc1 | -0.4% | 6 | -7 | 2 | -3 | x | 0% | 1% | -3%
14 | CS(=O)(=O)N(CC(=O)N1CCN(c2ccccc2)CC1)c1ccc(Cl)c(C(F)(F)F)c1 | -0.4% | 1 | -26 | x | -1 | -2 | 4% | -5% | 0%
15 | CC(=O)n1cc(Nc2ccccc2C(=O)O)c2ccccc21 | 2.3% | 2 | -7 | 14 | -3 | 6 | -7% | -2% | 0%
16 | Cc1ccc(C(=O)NCC(=O)OCC(=O)NC2CCCCCCC2)cc1 | 0.7% | 3 | 11 | -2 | 2 | -9 | 0% | 0% | 2%
17 | Nc1nonc1-n1nnc(C(=O)N/N=C/c2ccc(F)cc2)c1-c1ccc2c(c1)OCO2 | 0.8% | 2 | 7 | x | 1 | 3 | 1% | -6% | 1%
18 | COc1ccc(C2OCC(C)([N+](=O)[O-])CO2)cc1 (stereo not drawn) | x | x | x | x | -7 | x | -8% | -3% | 3%
19 | COc1ccc(CN2CCNC(=O)C2CC(=O)NCCc2cnccn2)cc1C (stereo not drawn) | 0.1% | 9 | 7 | 23 | -4 | -2 | -1% | -2% | -2%
20 | CCCCn1c(CCNC(=O)CC)nc2ccccc21 | -1.1% | 1 | 3 | -25 | -1 | -8 | 1% | -2% | -3%

Next section; the last 6 above are carried over.
cpd | SMILES | RXFP1 ag | D1 agonist | D1 antagonist | D2 PAM | LDHA inh | D1 PAM | Vif-APOBEC3F blk | GRP78 ERSR act | Vif-A3G inh
15 | CC(=O)n1cc(Nc2ccccc2C(=O)O)c2ccccc21 | 2.3% | 2 | -7 | 14 | -3 | 6 | -7% | -2% | 0%
16 | Cc1ccc(C(=O)NCC(=O)OCC(=O)NC2CCCCCCC2)cc1 | 0.7% | 3 | 11 | -2 | 2 | -9 | 0% | 0% | 2%
17 | Nc1nonc1-n1nnc(C(=O)N/N=C/c2ccc(F)cc2)c1-c1ccc2c(c1)OCO2 | 0.8% | 2 | 7 | x | 1 | 3 | 1% | -6% | 1%
18 | COc1ccc(C2OCC(C)([N+](=O)[O-])CO2)cc1 (stereo not drawn) | x | x | x | x | -7 | x | -8% | -3% | 3%
19 | COc1ccc(CN2CCNC(=O)C2CC(=O)NCCc2cnccn2)cc1C (stereo not drawn) | 0.1% | 9 | 7 | 23 | -4 | -2 | -1% | -2% | -2%
20 | CCCCn1c(CCNC(=O)CC)nc2ccccc21 | -1.1% | 1 | 3 | -25 | -1 | -8 | 1% | -2% | -3%
21 | O=C(Cn1c(=O)oc2cc(S(=O)(=O)NCc3ccccc3)ccc21)NCc1ccc(F)cc1 | 0.9% | 6 | -4 | 8 | -6 | 0 | -2% | -4% | 4%
22 | COc1ccc(O)c(/C=N/NC(=O)CCC(=O)Nc2ccc(F)cc2)c1 | 0.0% | 2 | 1 | 8 | 3 | -3 | -6% | -3% | -5%
23 | COc1ccc(CN(CCC(c2ccc(F)cc2)C2CCOC(C)(C)C2)C(=O)c2ccco2)cc1 (stereo not drawn) | 0.7% | 4 | -19 | 10 | 0 | -6 | 5% | -11% | -4%
24 | COc1cccc(C(=O)Nc2ccc3[nH]ncc3c2)c1 | -0.4% | -2 | -34* | -4 | 1 | -8 | 3% | -1% | 0%
25 | Cn1c(CNc2ccc(Cl)cc2)nnc1SCC#N | 1.1% | 1 | -7 | 4 | -7 | -3 | -7% | -3% | 0%
26 | CSc1nnc(C(C)(C)C)c(=O)n1/N=C/c1ccccc1 | 3.2% | 1 | 16 | 21 | 0 | 6 | 12% | 0% | -4%
27 | COc1ccc(N2CCN(C(=O)c3cc(=O)c4ccc(C)cc4o3)CC2)cc1 | -3.5% | 0 | -21 | -2 | 0 | -5 | 0% | -3% | 0%
28 | O=C1CN(C(=O)COc2ccc(Cl)cc2Cl)C(c2ccc(F)cc2)c2cc(F)ccc2N1 (stereo not drawn) | -0.6% | 9 | 10 | -16 | -1 | 0 | 1% | -4% | 0%
29 | COc1cccc(CNc2ccc(F)c(Cl)c2)c1O | 1.2% | 8 | -8 | 12 | 0 | 0 | -7% | 7% | 0%
30 | COc1ccc(CCN(C)C(=O)C(CCSC)NC(=O)c2ccco2)cc1OC (stereo not drawn) | -0.1% | 1 | 5 | -13 | -1 | -3 | 2% | -7% | 0%
31 | Cc1cc(-c2csc(NC(=O)c3ccc(C#N)cc3)n2)c(C)n1Cc1ccccc1 | -2.8% | -1 | -3 | 13 | -2 | 6 | 0% | -4% | 3%
32 | CNC(=O)CN(c1cc(C)ccc1OC)S(=O)(=O)c1ccc(C)cc1 | 0.7% | 2 | -2 | -3 | -1 | -2 | x | -1% | 2%
33 | CCOc1ccc(C(=O)c2cn(CC(=O)Nc3ccc4c(c3)OCCO4)c3ccc(OC)cc3c2=O)cc1 | 3.5% | 2 | 2 | -8 | -6 | 0 | 1% | -4% | -8%
34 | CSc1ccc(NC(=O)C(C)N2CCN(C)CC2)cc1 (stereo not drawn) | 1.8% | 4 | -2 | 1 | -35* | -6 | -4% | -3% | 3%
35 | O=C(Nc1ccccc1)N1CCN(C(=O)Nc2ccccc2)CC1 | -0.4% | 1 | 9 | 7 | x | -4 | x | x | x
36 | CN(CC(=O)N1CCCC1)S(=O)(=O)c1cc(Cl)ccc1Cl | -1.4% | 4 | -5 | 3 | -8 | -1 | -6% | -6% | 2%
37 | CO/N=C/c1c(C(=O)OC)nn(-c2ccccc2)c1Cl | 1.5% | 5 | 4 | 5 | -2 | -2 | 2% | -3% | -2%
38 | CN(C)S(=O)(=O)c1ccc(NC(=O)Cn2nc(-c3ccc4c(c3)OCCO4)ccc2=O)cc1 | x | x | x | x | -4 | x | -21% | -3% | 0%
39 | CCC1CCCCN1CC(=O)Nc1cc(C)nn1-c1nc(C)cc(C)n1 (stereo not drawn) | -1.0% | 1 | -1 | 1 | -8 | -1 | -1% | -3% | u
40 | Cc1cc(C(=O)NCC(c2ccco2)N(C)C)ccc1[N+](=O)[O-] (stereo not drawn) | -2.0% | -1 | -18 | -37 | -4 | -1 | 2% | 3% | -5%
41 | CCCC[C@@H]1C[C@H]1[C@@H](NC(=O)c1ccccc1)c1ccccc1C(F)(F)F | -1.4% | 7 | -14 | -1 | 5 | -7 | -5% | -4% | -6%
42 | CC1CC1C(=O)OCC(=O)NCc1ccccc1 (stereo not drawn) | x | x | x | x | -7 | x | 7% | -2% | -4%
43 | Cc1ccc(Nc2c3c(nc4nncn24)CCC3)cc1 | 11% | 3 | -6 | 0 | -1 | -2 | x | x | x
44 | CCc1nnc(NC(=O)CSc2nnnn2C)s1 | 0.3% | 1 | 4 | -6 | -2 | -9 | 5% | 0% | 2%
45 | CCCCCCCCNS(=O)(=O)CCNCCCC | x | x | x | x | 1 | x | -4% | -5% | 0%
46 | COc1ccc(N2CCN(CC(=O)Nc3cccc(S(=O)(=O)N4CCOCC4)c3)CC2)cc1 | -0.3% | 1 | -1 | 2 | -18 | -10 | 12% | -1% | -4%
47 | O=C(COC(=O)CNC(=O)c1sc2ccccc2c1Cl)Nc1cc(Cl)cc(Cl)c1 | 7.1% | 4 | 2 | -1 | -8 | 9 | -3% | -2% | -4%
48 | COc1ccc(CNC(=S)Nc2cc(C)cc(C)c2)cc1 | -0.6% | 6 | 0 | -2 | -13 | 3 | x | -4% | 0%
49 | COc1ccc(S(=O)(=O)NCCc2csc3nc(-c4cccc(C)c4)nn23)cc1F | 0.1% | 21 | x | 3 | -18 | -4 | 2% | -4% | 5%
50 | O=C(Cc1ccc(Cl)cc1)Nc1ccc(N2CCN(C(=O)c3ccco3)CC2)cc1 | 1.0% | 3 | 22 | 32* | 2 | -6 | 1% | -9% | -7%
51 | CN(C)S(=O)(=O)N1CCN(C(=O)N2CCOCC2)CC1 | -1.8% | 3 | 10 | -3 | -5 | -3 | 3% | -2% | 2%

Bioassay records (PubChem)
